Screens: PubChem BioAssay, several laboratories
CRFBP-R2 agonist: agonists of human CRF-binding protein/CRF-R2 receptor complex | HEK293 CRF-R2/CRF-BP, calcium dye fluorescence (FLIPR); percent of saturating CRF peptide response | activation, % at 13.2 µM | actives 0.46% (n = 350,000);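 active means activation of at least 50%, plus an integration ratio under a set limit after plate pattern correction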;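 further: plate controls were neutral control wells without compound for no effect and CRF at EC100 for full effect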
CHRM4 PAM: potentiates acetylcholine response at human M4 receptor | P08173 | CHO-K1 hM4/Gqi5, Fluo-8 calcium fluorescence, ACh EC20; 0% = ACh EC20, 100% = maximal ACh | activation, % at 3 µM | actives 0.4% (n = 360,000) | AID 624126;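 active means activation above its plate's cutoff, the mean activation of sample wells plus 3 SD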; further: some results filed as inactive read as strong as hits
Target sequence (P08173 whole entry, looked up): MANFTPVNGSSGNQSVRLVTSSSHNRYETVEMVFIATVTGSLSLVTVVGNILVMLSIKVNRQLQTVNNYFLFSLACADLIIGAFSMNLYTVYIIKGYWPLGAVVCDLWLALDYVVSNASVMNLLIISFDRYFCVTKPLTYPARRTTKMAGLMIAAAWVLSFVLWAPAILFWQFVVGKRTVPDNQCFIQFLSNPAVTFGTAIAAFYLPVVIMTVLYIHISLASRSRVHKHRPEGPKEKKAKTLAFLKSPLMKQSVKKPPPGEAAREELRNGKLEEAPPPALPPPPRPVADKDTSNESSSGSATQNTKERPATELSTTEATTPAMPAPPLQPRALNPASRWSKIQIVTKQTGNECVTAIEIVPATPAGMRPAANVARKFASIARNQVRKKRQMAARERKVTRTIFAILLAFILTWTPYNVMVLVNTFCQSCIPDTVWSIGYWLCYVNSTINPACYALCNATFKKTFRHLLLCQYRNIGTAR
CHRM4 antagonist: antagonists of human muscarinic M4 receptor (CHRM4); P08173; CHO-hM4 cells, ACh EC80, Fluo-8 calcium fluorescence; inhibition, % at 3 µM; actives 0.73% (n = 360,000); AID 624125;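 active means inhibition above its plate's cutoff, the mean inhibition of sample wells plus 3 SD, cut at about 27% in these data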;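 further: 0% = acetylcholine EC80 with DMSO and 100% = DMSO without agonist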
M5 PAM: CHRM5 positive allosteric modulation | P08912 | CHO-K1 hM5, Fluo-8 calcium, ACh EC20 PAM; 0% = ACh EC20, 100% = ACh EC100 | activation, % at 3 µM | actives 0.3% (n = 360,000) | AID 624038;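 active means activation above the run cutoff, the mean activation of all test compounds plus 3 SD, cut at about 18% in these data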
Target sequence (P08912 whole entry, looked up): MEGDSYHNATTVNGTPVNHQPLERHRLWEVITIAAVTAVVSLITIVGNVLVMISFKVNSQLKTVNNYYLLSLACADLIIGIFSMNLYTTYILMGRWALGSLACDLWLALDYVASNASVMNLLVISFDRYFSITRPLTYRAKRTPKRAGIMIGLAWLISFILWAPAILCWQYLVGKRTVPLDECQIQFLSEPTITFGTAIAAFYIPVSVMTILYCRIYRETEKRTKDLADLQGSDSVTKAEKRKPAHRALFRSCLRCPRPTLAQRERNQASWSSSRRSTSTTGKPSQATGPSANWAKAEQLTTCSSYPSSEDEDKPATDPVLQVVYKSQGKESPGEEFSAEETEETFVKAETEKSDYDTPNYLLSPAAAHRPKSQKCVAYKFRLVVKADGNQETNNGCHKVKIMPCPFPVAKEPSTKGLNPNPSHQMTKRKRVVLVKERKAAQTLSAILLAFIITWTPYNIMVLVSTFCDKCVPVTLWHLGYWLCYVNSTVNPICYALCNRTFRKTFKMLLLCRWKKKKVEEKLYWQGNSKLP
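Test system: CHO-K1 hM5 cells / Doses: single-point, 3 µM nominal / Times: Post-acetylcholine fluorescence recording 140 s / Technique: Fluo-8 calcium fluorescence / Measure: Max/basal fluorescence ratio as % of EC20–EC100 ACh window / Benchmarks: low control EC20 acetylcholine (0%), high control EC100 acetylcholine (100%) / Replicates: one well per compound, no replicates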
CHRM5 antagonist: antagonists of human muscarinic M5 receptor (CHRM5); P08912; CHO-hM5 cells, Fluo-8 calcium fluorescence, ACh EC80; inhibition, % at 3 µM; actives 0.59% (n = 360,000);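 active means inhibition above a per-plate cutoff, the mean of that plate's test compounds plus 3 SD, cut at about 27% in these data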;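 further: 0% = acetylcholine EC80 with DMSO and 100% = DMSO without agonist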
M5 ag: CHRM5 agonism in calcium assay; P08912; CHO-K1 hM5 cells, Fluo-8 calcium fluorescence; 0% DMSO wells, 100% maximal acetylcholine response; activation, % at 3 µM; actives 0.19% (n = 360,000);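 active means activation above the run's mean over test compounds plus 3 SD, cut at about 23% in these data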;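 further: signal is peak over basal fluorescence ratio across the kinetic read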
CRFR2-BP antag: antagonists of CRF-binding protein/CRF-R2 receptor complex. AID 588475. HEK293 CRF-R2/CRF-BP, CRF-induced calcium fluorescence. actives 0.59% (n = 350,000). inhibition, % at 11.8 µM;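 active means inhibition of the ligand-induced calcium signal above about 50% at the single tested concentration, limit read from the data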
CHRM4 agonist: CHRM4 agonism in calcium assay; actives 0.14% (n = 360,000); P08173; activation, % at 3 µM; CHO-K1 hM4/Gqi5, Fluo-8 calcium fluorescence; vehicle 0%, full acetylcholine response 100%;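 active means activation above the run mean over all test wells plus 3 SD, cut at about 32% in these data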;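 further: peak over basal fluorescence ratio per well then scaled between controls; 0% = DMSO wells and 100% = acetylcholine at EC100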
M1 PAM: potentiates human M1 receptor response to acetylcholine | P11229 | CHO-K1 hM1, Fluo-8 calcium fluorescence, ACh EC20; 0% = ACh EC20, 100% = maximal ACh | activation, % at 3 µM | actives 0.088% (n = 360,000); in the data active means activation above about 19%, passing the limit was not always enough
An asterisk follows results filed as active; . = no result given. A portion of the library. The share of hits here may be higher or lower than overall.

SMILES	CRFBP-R2 agonist	CHRM4 PAM	CHRM4 antagonist	M5 PAM	CHRM5 antagonist	M5 ag	CRFR2-BP antag	CHRM4 agonist	M1 PAM
Cc1cc(/C=C2/C(=O)NC(=O)N(Cc3ccco3)C2=O)c(C)n1-c1ccccc1	3.4	-9	6	-15	17	2	5	9	-8
O=C1NC(=O)C(Nc2ccc(Cl)c(Cl)c2)C(=O)N1	2.9	9	-10	-4	6	1	7	1	-2
CC(C)=CCOc1c2occc2cc2ccc(=O)oc12	0.2	4	3	7	2	-2	4	0	7
COC(=O)C1=C(c2ccc(OC)c(OC)c2)C[C@@H]2CC[C@H]1N2C(=O)NCCOc1ccccc1Cl	-0.6	-2	7	-2	9	2	1	1	-2
COc1ccc2c(c1O)-c1c(OC)c(OC)cc3c1[C@H](C2)N(C)CC3	-1.1	8	-4	-1	-4	0	10	1	-1
COc1ccc(-n2nnnc2C(CCc2ccccc2)N2CCC(n3c(=O)[nH]c4ccccc43)CC2)cc1 (stereo not given)	.	-7	10	-20	5	2	.	17	-13
N#CC(C#N)=Cc1cccnc1	-1.3	-3	3	6	8	3	2	1	0
O=C1NC(=O)N(Cc2ccc(F)cc2)C(=O)/C1=C/c1cccs1	3.0	-2	-8	6	-4	2	-92	2	8
O=c1[nH]c(=O)n(CCC2=CCCCC2)c(O)c1C=NC1CCN(Cc2ccccc2)CC1	2.1	3	-7	-2	2	-7	-33	3	-9
COc1cc2c(C(=O)N3CCN(C)CC3)c(C)n(C)c2cc1Br	2.6	-1	5	2	2	0	2	1	9
Cc1nn(Cc2ccccc2)c(Cl)c1C(=O)OC(C)C(=O)Nc1ccc(F)cc1Cl (stereo not given)	0.1	8	6	-2	-3	0	17	1	-3
COc1cccc(-n2c(O)c(C=NCCN3CCNCC3)c(=O)[nH]c2=S)c1	-0.3	-12	1	-3	4	-4	-8	0	-21
O=C(O)c1cccc(NC(=O)N2C[C@H]3C[C@@H](C2)c2cccc(=O)n2C3)c1	0.0	8	-16	-3	5	0	8	2	1
CN1CCC(N(C)c2ccc(C(N)=O)cc2[N+](=O)[O-])CC1	-1.2	-3	3	-3	11	-2	-3	0	-2
CCn1cc(C=C2C(=O)N(C)C(=O)N(C)C2=O)c2ccccc21	14	1	-6	9	-4	5	-4	0	7
O=C1NC(=O)N(Cc2ccccc2)C(=O)/C1=C/N1CCCc2ccccc21	4.5	1	-6	1	-6	3	-17	3	7
Cc1nn(Cc2ccccc2Cl)c(C)c1C(=O)NC1CCCc2ccccc21 (stereo not given)	2.8	5	2	0	-6	-3	2	0	10
COc1ccc(C(CC(=O)c2ccc3c(c2)OCO3)c2c(O)c3ccccc3oc2=O)cc1OC (stereo not given)	-0.4	4	-21	-2	0	-2	7	2	0
COc1ccc(N2C(=O)C(=O)N(c3ccc(OC)cc3)P2(=O)N(CCCl)CCCl)cc1	0.6	6	-1	-9	22	1	6	0	3
Cc1ccc(-c2nc3ccccc3c(=O)n2-c2ncccc2C)cc1	1.2	-7	-3	-4	-1	-6	-32	-1	4
O=[N+]([O-])c1ccc(N2CCNCC2)c(Cl)c1	-0.5	-7	3	-5	10	-5	11	2	0
Cc1ccc(C)c(CN2CCC(n3nnc4cc(F)ccc43)CC2)c1	-1.4	0	-13	-3	-3	-3	-30	0	3
O=c1c2cc(Br)ccc2[nH]c(=S)n1-c1ccccc1	-0.6	-10	8	1	9	-1	4	1	-3
CCOP(=O)(Cc1ccc(C#N)o1)OCC	5.2	5	-5	3	-6	-3	-8	0	5
COc1ccc(C2CN(C)CC2C(=O)c2ccc(F)cc2)cc1Cl (stereo not given)	0.6	-7	3	2	4	-2	-5	3	7
COC(=O)C(O)(c1ccc(NC(=O)c2cccs2)c(C)c1)C(F)(F)F (stereo not given)	-0.9	-5	-3	3	-1	-2	9	2	1
COc1cc(OC)c(OC)cc1CNCCc1cccc(F)c1	-4.1	6	8	-1	2	-4	-2	1	-2
COc1ccc(S(=O)(=O)Cc2ccc(C(=O)N3CCC4(CC3)OCCO4)o2)cc1	1.4	1	4	0	-1	3	-11	2	0
CCOC(=O)[C@]12Cc3cc(OC)c(OC)cc3[C@H]1N(Cc1ccccc1)C(=O)c1ccccc12	-1.9	0	7	-4	11	-7	39	0	6
CCCCCCn1c(O)c(C=NCCCn2ccnc2)c(=O)[nH]c1=O	2.0	-7	7	3	3	-6	6	1	9
CN1CCN(c2nc3ccccc3o2)CC1	-1.8	-1	-12	1	6	-18	3	0	0
Cc1cc(OC(=O)CCCNC(=O)OC(C)(C)C)c2c3c(c(=O)oc2c1)CCC3	-0.5	-4	5	-4	-1	-2	31	1	1
c1ccc(CNC2=NCCS2)cc1	2.5	1	1	1	8	-7	4	-1	-1
CC(C)CCNC(=O)CN1C(=O)CN=C(c2ccccc2)c2ccccc21	-0.7	3	12	8	2	1	2	0	6
Cc1cc(Oc2ccc(C(F)(F)F)cc2[N+](=O)[O-])c2c3c(c(=O)oc2c1)CCCC3	-1.1	17	5	1	1	-2	-9	0	5
O=C(O)c1cn(Cc2ccccc2)nc1-c1ccccc1	0.4	4	-7	2	-1	0	10	1	9

Entries shown so far containing an NH in an aromatic ring:
SMILES	CRFBP-R2 agonist	CHRM4 PAM	CHRM4 antagonist	M5 PAM	CHRM5 antagonist	M5 ag	CRFR2-BP antag	CHRM4 agonist	M1 PAM
COc1ccc(-n2nnnc2C(CCc2ccccc2)N2CCC(n3c(=O)[nH]c4ccccc43)CC2)cc1 (stereo not given)	.	-7	10	-20	5	2	.	17	-13
O=c1[nH]c(=O)n(CCC2=CCCCC2)c(O)c1C=NC1CCN(Cc2ccccc2)CC1	2.1	3	-7	-2	2	-7	-33	3	-9
COc1cccc(-n2c(O)c(C=NCCN3CCNCC3)c(=O)[nH]c2=S)c1	-0.3	-12	1	-3	4	-4	-8	0	-21
O=c1c2cc(Br)ccc2[nH]c(=S)n1-c1ccccc1	-0.6	-10	8	1	9	-1	4	1	-3
CCCCCCn1c(O)c(C=NCCCn2ccnc2)c(=O)[nH]c1=O	2.0	-7	7	3	3	-6	6	1	9

Later entries.
SMILES	CRFBP-R2 agonist	CHRM4 PAM	CHRM4 antagonist	M5 PAM	CHRM5 antagonist	M5 ag	CRFR2-BP antag	CHRM4 agonist	M1 PAM
COc1ccc2c(c1OC)C(=O)O[C@H]2[C@@H]1c2cc3c(cc2CCN1C)OCO3	1.6	4	-7	0	4	0	-6	0	11
CCOc1cc(-c2nc3c(C)cccn3c2NCC2CCCO2)ccc1O (stereo not given)	-0.4	-7	9	-5	4	2	-15	4	-1
COC(=O)C1=C(c2cc3ccccc3o2)C[C@@H]2CC[C@H]1N2C(=O)NCCCOC(C)C	-2.3	-6	-14	11	0	-9	8	2	-4
CCOC(=O)/C(=N\Nc1ccccc1)N1CC1	-0.1	-2	4	-8	6	-3	-3	0	10
Nc1cccc(SC2CC(=O)N(c3ccc(Cl)cc3C(=O)c3ccccc3)C2=O)c1 (stereo not given)	18	0	-9	-6	27*	-2	-9	2	-14
Clc1cccc(CN2CCCCC2c2cccnc2)c1 (stereo not given)	-0.3	-14	-4	-8	10	-5	1	0	8
CCCCn1c(O)c(C(C)=Nc2ccc3c(c2)CCC3)c(=O)[nH]c1=O	-1.1	-8	16	1	2	3	-8	1	-8
Cc1cccc(-n2c(O)c(C=NCCN3CCNCC3)c(=O)[nH]c2=S)c1	5.3	-5	7	0	6	-3	-4	1	-23
COc1ccc(-c2n(-c3ccccn3)c3ccccc3[n+]2-c2ccccn2)cc1	3.3	-7	1	2	-1	-4	7	0	-1
O[C@@H]1CCCN2CCc3c([nH]c4ccccc34)[C@H]12	6.0	3	-8	-5	1	1	8	1	-2
O=C1C2C3CCC(O3)C2C(=O)N1c1cccc(F)c1 (stereo not given)	4.4	1	-7	12	-2	2	-11	1	18
O=c1[nH]c(=O)n(Cc2ccccc2)c(O)c1C=NCCN1CCOCC1	-1.8	2	7	1	-1	1	10	0	6
O=C1/C(=C\c2cc3c(cc2Cl)OCO3)N2CCC1CC2	0.9	-7	5	0	-5	-10	-8	-1	-21
CCOP(=O)(OCC)C(C)(C)NC(=O)C(Cl)(Cl)Cl	1.5	14	1	2	-1	2	0	0	4
Cc1ccccc1CCNCc1cc2cccc(C)c2[nH]c1=O	3.1	-10	7	-1	10	9	0	12	13
CC(=O)Nc1ccccc1C(=O)OCc1ccc(C(=O)c2ccccc2)cc1	5.2	-13	6	-16	18	8	30	12	-3
CCC1(c2ccc(C)cc2)C(=O)NC(=S)NC1=O	.	-2	7	-5	8	-2	.	-1	-1
COC(=O)C1=C(C(=O)OC)C2c3ccccc3C1c1ccccc12	-2.0	4	-10	-7	12	-10	16	-3	-5
O=C1NC(=O)N(c2ccccc2)C(=O)/C1=C/c1ccc(Sc2ccccc2)o1	16	6	-1	6	-1	2	-11	3	8
COc1ccc(-n2nnnc2C(C2CC2)N2CCC3(CC2)C(=O)NCN3c2ccccc2)cc1 (stereo not given)	.	6	-7	3	3	2	.	1	6
Cc1nc2ccc(Cl)cc2c(=O)n1-c1cccc(Cl)c1	-3.3	0	-11	4	-5	-1	-7	2	10
CCOC(=O)c1cc2c(cn1)[C@H](CCO)NC2	0.4	3	1	-3	10	1	1	0	5
CCCCn1c(=O)c(C(=O)Nc2ncccc2C)c(O)c2ccccc21	7.5	-6	5	-2	4	9	24	33*	-3
COCCOC(=O)c1c(C)oc2ccc(OC(=O)N(C)C)cc12	0.7	6	-7	1	1	1	4	3	17
O=c1c2ccccc2nc(Cc2cccc([N+](=O)[O-])c2)n1-c1ccc(O)cc1	-0.1	2	4	7	0	3	-2	7	4
Cn1c(O)c(C=NCCN2CCNCC2)c(=O)[nH]c1=O	0.2	-4	-1	-6	6	-2	-11	1	10
COCCNC(=O)c1c(NC(=O)c2ccc(Br)o2)n(Cc2ccccc2)c2nc3ccccc3nc12	27	-4	8	2	-2	0	-63	0	-2
c1ccc2sc(C3CCCNC3)nc2c1 (stereo not given)	-0.3	-3	-1	-9	11	-13	1	1	-15
O=C(O)C(O)(c1ccccc1)C1CCCC1 (stereo not given)	-0.3	3	-5	-7	2	-7	5	1	4
Cc1ccsc1C(=O)C1CCCN(Cc2cccn2-c2ccccn2)C1 (stereo not given)	0.0	-12	4	-2	9	-5	3	4	-6
C(=NC12CN3CN(CN(C3)C1)C2)c1cccs1	0.2	4	-3	-2	0	2	17	0	-1
CC[C@@H](O)C[C@H]1CCC[C@@]2(C[C@@H]3OC(=O)/C=C/[C@@](C)(O)[C@@H](O)[C@H](C)[C@@H](O)[C@H](OC4CCC(N(C)C)C(C)O4)[C@@H](O)[C@](C)(O)CCCCC/C=C/[C@@H]4CC(C)(C)O[C@@]4(O)C[C@H](O2)[C@H]3C)O1 (stereo not given in full)	7.1	0	1	-19	15	-2	-16	7	-4
Cn1cc(C(=O)NCc2ccccc2)c2ccccc21	-3.1	-14	11	-17	13	2	5	19	-4
COc1cccc(C2CCN(C)C2)c1 (stereo not given)	-3.3	8	-5	2	5	7	-10	1	-1
Cc1ccccc1-n1c(O)c(/C=N/NC(=O)c2ccncc2)c(=O)[nH]c1=O	5.3	-16	-8	-12	7	4	-9	12	-5
Cc1ccc(C(=O)Nc2ccc(Cl)cc2C(=O)c2ccccc2)cc1	7.1	-3	3	-3	-1	0	-2	1	-3
Oc1ccc(Cl)c(Cl)c1	-2.0	1	-11	-8	10	7	33	14	-6
Cc1ccc(C(O)(C(=O)NNC(=O)CN2CCN(C)CC2)c2ccc(C)cc2)cc1	-1.2	12	3	4	-2	1	-17	1	3
